# Screening data from PubChem BioAssay.
# ATXN2 expr inh – ATXN2 expression inhibition | HEK-293 ATXN2-luciferase reporter, luminescence, 24 h | AID 1745845 | Potency, µM (top dose mostly 57 µM), inactives show top-dose activity change, negative = inhibition, most hits filed as inhibitors | 360,000 tested, 0.72% active; further: potency means the concentration at half of the fitted maximal effect; on the % scale 0 is the no-effect control and ±100 the full control effect; nearly all actives have a fitted effect of over 55% in size
#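 ATXN2-luciferase reporter cells (luciferase flanked by upstream and downstream ATXN2 gene portions) were treated 24 h at 37 °C with compounds at up to 57 uM. SteadyGlo luminescence gave expression; GF-AFC fluorescence gave viability.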
# HepG2 viability – kills HepG2 cells in TGF-b inhibitor counter-screen; HepG2 CAGA-GFP viability, ATP luminescence, 18 h; Potency, µM (highest dose often 46.1 µM), for inactives: top-dose activity change, negative = cytotoxicity, actives largely listed as cytotoxic; 410,000 tested, 0.76% active; further: potency means the concentration at half of the fitted maximal effect; some results filed as inactive show a strong effect at the top dose
#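 HepG2 CAGA-GFP cells (1000/well, DMEM with 1% FBS) received compound, then TGF-beta at 500 pg/mL final, and were incubated 18 hours at 37 degrees C. Viability was read by CellTiter-Glo luminescence. Media-only wells were set as complete cell-killing and DMSO as no toxicity.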
# HT1080-NT tox – kills 2HG-producing HT-1080-NT fibrosarcoma cells. 360,000 tested, 1.6% active. HT-1080-NT fibrosarcoma viability, CellTiter-Glo ATP luminescence, 48 h. Potency, µM (top dose mostly 46.1 µM), without a hit: at the highest dose activity, negative = less viability, most hits filed as cytotoxic;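 further: NT is the 2HG producing partner of a matched IDH1 knockdown line; potency means the concentration at half of the fitted maximal effect; 0% = DMSO-treated cells and -100% = media-only wells without cells; nearly all actives have a fitted effect of over 55% in size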
#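 A 48-hour cytotoxicity screen used HT-1080-NT cells plated 2 hours before compound delivery. ATP-based CellTiter-Glo luminescence measured viability, normalized to DMSO and no-cell controls.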
# MCF10A rereplic – DNA re-replication induction in MCF 10a cells; MCF 10A DNA re-replication, Hoechst nuclear intensity, 48 h; Potency, µM (titrated, usually from 46.1 µM), inactives show top-dose activity, positive = re-replication, actives largely listed as activators; 350,000 tested, 2.9% active; further: potency means the concentration at half of the fitted maximal effect; % of control where 0% means no effect; nearly all actives have a fitted effect of over 50% in size
# SW480 rereplic – inducers of DNA re-replication in SW480 colon cancer cells | SW480 DNA re-replication, Hoechst DNA content imaging, 48 h | Potency, µM (titrated, usually from 46.1 µM), inactives show at the top dose re-replication activation, actives largely listed as activators | 340,000 tested, 1.8% active | AID 624297; further: potency means the concentration at half of the fitted maximal effect; % of control where 0% means no effect; nearly all actives have a fitted effect of over 55% in size
#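 Cells (250 per well) received 23 nL compound or DMSO by pin tool and were kept 48 hr at 37 C, 5% CO2. Nuclei were then stained with Hoechst for 40 min and scanned for DNA content.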
# S2 tox – reduces viability in counter-screen for ATXN expression inhibitors. S2 cells (HEK-293 line with an ATXN2-luciferase reporter) viability, CellTiter-Fluor protease fluorescence, 24 h. 400,000 tested, 0.49% active. Potency, µM (titrated, usually from 56.7 µM), most hits filed as cytotoxic; further: potency means the concentration at half of the fitted maximal effect; nearly all actives have a fitted effect of over 40% in size
# KB-3-1 tox – kills parental KB-3-1 adenocarcinoma cells; KB-3-1 viability, CellTiter-Glo ATP luminescence, 72 h; Potency, µM (doses to about 46.1 µM), inactives show top-dose activity change, negative = cytotoxic, hits mostly cytotoxic; 400,000 tested, 1.4% active; further: potency means the concentration at half of the fitted maximal effect; on the % scale 0 is the no-effect control and ±100 the full control effect; nearly all actives have a fitted effect of over 60% in size
#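 Parental KB-3-1 viability, qHTS format: 72 h compound exposure, 37 °C; CellTiter-Glo; media-only wells and DMSO plates as controls; concentration-effect fits on corrected data.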
# IL-1B inflam inh – blocks inflammasome-driven IL-1 beta release; THP-1 LPS/ATP IL-1B secretion, AlphaLISA, 16 h; stronger effect = lower value; 360,000 tested, 4.7% active; AID 743279; activity change, % at 57.5 µM; in the data active means activity change below about -50%; inconclusive means mostly about -30% to -49%; further: on the % scale 0 is the no-effect control and ±100 the full control effect
#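 Secreted IL-1B measured by AlphaLISA bead assay after 16 h compound exposure of THP-1 cells; compounds (final up to 57.5 uM) added 1 h before LPS (250 ng/mL) and ATP (1.25 mM) stimulation; lower signal means less secretion.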
# HT1080 IDH1KD tx – kills HT-1080 cells with IDH1 knockdown; AID 686971; HT-1080 IDH1 knockdown viability, ATP luminescence, 48 h; Potency, µM (top dose mostly 46.1 µM), for inactives: top-dose activity, negative = toxicity, hits mostly cytotoxic; 360,000 tested, 2% active;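 further: potency means the concentration at half of the fitted maximal effect; 0% = DMSO wells and -100% = cell-free medium wells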
#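 HT-1080-IDH1KD cells (IDH1 knocked down), 750/well in RPMI with 5% FBS, treated with compound 48 h at 37 degrees C. Viability by CellTiter-Glo luminescence, normalised to DMSO and no-cell wells; concentration-response curves classed.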
# The depositor's hits bear a star; i = inactive; ? = inconclusive; / = not tested or not shown; & = joins results of further samples; [ ] = another dose, or the depositor's remark. Unless noted, the call rests on the fitted dose curve; in most records, active means well fitted curve in the direction sought with a large enough effect; inconclusive means small, poorly fitted or top-dose-only effect, or another doubt; inactive means no such curve, though single readings can be large; an effect the other way counts as inactive or inconclusive.
SMILES,ATXN2 expr inh,HepG2 viability,HT1080-NT tox,MCF10A rereplic,SW480 rereplic,S2 tox,KB-3-1 tox,IL-1B inflam inh,HT1080 IDH1KD tx
COc1ccc(Nc2nccc(OC)c2C#N)cc1,2%,1%,-8%,1%,-1%,i,-3%,21,5%[9.24 µM]
Nc1nc(C(F)(F)F)c(Br)c(=O)n1N,1%,6%,0%,5%,-3%,i,1%,46,3%
COc1ccc(-c2[nH]ncc2CN2CCCN(C(=O)c3ccco3)CC2)cc1F,-5%,3%,11%,-8%,-5%,i,0%,-3,15%
COc1ccc(/C=C(\NC(=O)c2cccs2)C(=O)NN)cc1OC,-18%,-13%,-1%,1%,-7%,i,0%,-4,-2%
CCOC(=O)N1CCC(N2Cc3cccc(C(=O)NCc4ccc5c(c4)OCO5)c3C2=O)CC1,-5%,0%,-3%,-5%,-3%,i,-3%,-8,3%
O=C(/C=C/c1ccc(Cl)c(Cl)c1)N1CCOCC1,20%,6%,12%,1%,-4%,i,0%,-6,14%
N#C/C(=C\c1cccnc1)C(=O)Nc1ccc(C(=O)O)cc1,-7%[11.3 µM],2%,3%,7%,0%,i,2%,11,10%
Cc1ccsc1/C=N/NC(=O)c1ccncc1,?,7%,-14%,-7%,-9%,?,23%,24,9%
CCn1c(=O)cc(SCC(=O)NCCCN2CCN(c3ccc(F)cc3)CC2)c2ccccc21,9%,-60%,?,3%,15%,i,0%,-17,?
Cn1cccc1C1CCCN1CC(=O)Nc1c(Cl)cc(Cl)cc1Cl (configuration not stated),1%,-10%,-21%,?,-1%,i,-16%,?,-1%
CCOc1ccc2c(c1)c(=O)c(S(=O)(=O)c1ccc(CC)cc1)cn2Cc1cccc(Cl)c1,-1%,-17%,/,/,/,i,-1%,/,/
O=C(COc1ccc(C(=O)O)cc1)Nc1cccc(C(F)(F)F)c1,-26%[11.3 µM],-6%,16%,-32%[inhibitor],0%,i,-2%,49,18%
COCCCNc1nccn2ccnc12,14%,3%,24%,/,/,i,0%,-11,8%
CCOC(=O)C1=C[C@@H](c2ccccc2)N(S(=O)(=O)c2ccc(C)cc2)[C@H]1c1ccccc1Cl,-7%,-16%,1%,/,/,i,0%,1,10%
O=C(N[C@@H](Cc1ccccc1)C(=O)N1CCC2(CC1)NCCc1[nH]cnc12)c1cccc(F)c1,-9%,-14%,?,10%,?,?,?,-13,-18%
O=C(CN1CCN(C(=O)c2ccccc2)CC1)Nc1cccc(S(=O)(=O)N2CCCC2)c1,1%,2%,9%,1%,0%,i,2%,2,2%
CCCOc1cccc(C2c3c(oc4ccc(F)cc4c3=O)C(=O)N2Cc2ccc3c(c2)OCO3)c1 (configuration not stated),-6%,-12%,/,/,/,i,8%,/,/
O=S(=O)(c1ccc(Cl)nc1)N1CCN(Cc2ccc3c(c2)OCO3)CC1,-3%,-4%,-5%,12%,-5%,i,-10%,3,-1%
Cc1cc(=O)n2nc(N3CCCC(C(=O)NCCCN4CCc5ccccc5C4)C3)sc2n1 (configuration not stated),-3%,-4%,1%,-5%,-4%,i,5%,-8,5%
Cc1cccnc1C(NC(=O)C1CCN(Cc2ccc3ccccc3n2)CC1)c1ccc(Cl)cc1 (configuration not stated),-7%,-27%,?,/,/,?,0%,?,?
COc1ccc(NC(=O)COC(=O)Cn2cnc3ccccc3c2=O)c(OC)c1,/,19%,11%,-3%,4%,?,-1%,6,0%
Cc1ccc(C(=O)OCC(=O)NC(=O)NCc2ccccc2)cc1C,8%,1%,1%,10µM*,4%,i,2%,8,2%
Cc1cc(NCC2CCCO2)n2c(nc3ccccc32)c1C#N (configuration not stated),-14%,-17%,-12%,?,3%,i,10%,0,-8%
O=C(NCCN1C(=O)S/C(=C/c2cccnc2)C1=O)C1CC(=O)N(Cc2ccccc2)C1 (configuration not stated),/,-10%,-5%,20%,-35%[inhibitor],?,0%,-29,-12%
N#CCSc1nnc(Cc2ccc3c(c2)OCO3)o1,3%,-7%,-13%,-1%,0%,i,-2%,?,-4%
C#CCOCCOCCOCCNc1nc(N2CCN(C(=O)Cn3cc(CC(C)O)nn3)CC2)nc(N2CCN(C(=O)Cn3cc(CC(C)O)nn3)CC2)n1 (configuration not stated),1%,-7%,-1%,-2%,-9%,i,9%,20,-1%
Cn1nc(C(=O)Nc2cccnc2)c2ccccc2c1=O,-10%,1%,20%,23%,-8%,i,17%,-16,13%
C[C@H]1CN([C@@H](C)CO)C(=O)CCCn2nncc2CO[C@@H]1CN(C)C(=O)Nc1ccnc(N2CCOCC2)c1,10%,-28%,12%,/,/,i,25%,26,15%
Cc1cccc(NC(=O)CSc2nc(-c3ccccc3)cc(=O)[nH]2)c1C,7%,-14%,/,/,/,i,-2%,/,/
CCC(/C=N/NC(=O)C(N)=O)CC,/,2%,?,-4%,-96%[inhibitor],i,3%,-9,6%
COCc1ccc(C(=O)NC2CCCN(Cc3ccccc3F)C2)o1 (configuration not stated),9%,17%,5%,3%,3%,i,/,-1,10%
O=C(c1cccnc1)N1N=C(C2CC2)CC1(O)C(F)(F)F (configuration not stated),-2%,-20%,-2%,7%,6%,i,2%,-7,20%
CCn1c(O)c(C=Nc2ccccc2)sc1=S,77%[activator],-25%,0%,2%,10%,?,11%,-6,-10%
COc1ccccc1CNC(=O)CCCCn1c(=O)c2ccccc2n(Cc2ccccc2C)c1=O,2%,-18%,/,/,/,i,?,/,/
O=C(COC(=O)C1(c2ccccc2F)CCCC1)N1CCOCC1,2%,22%,5%,0%,-2%,i,10%,-4,3%
COc1cc(C(CCN2CCOCC2)c2c(OC)cc(OC)c3c2OC(=O)CC3c2ccc(N(C)C)cc2)cc(OC)c1OC (configuration not stated),1%,-9%&0%,-6%,?,3%[9.22 µM],i,16%,2,-12%
CC1=C(C(=O)Nc2ccccc2)C2(CCCCC2)C(C(N)=O)C(=S)N1 (configuration not stated),7%,1%,14%,-73%[inhibitor],69%,i,11%,12,5%
Cn1c(CNc2nc3ccccc3n2C)nc2ccccc21,32%[activator],-4%,3%,-2%,3%,?,20%,-19,-5%
COC(=O)c1ccccc1NC(=O)CN(C)S(=O)(=O)c1ccc(OC)cc1,-4%,-1%,9%,0%,-5%,i,1%,20,6%
O=C1Nc2ccccc2/C1=N\N=C\c1ccc(O)c(O)c1,31%,-34%,-22%,2%,-94%[inhibitor],i,?,-71*,-17%
COc1ccc(-n2[nH]c(C)cc2=O)cc1,-3%,-15%,-10%,0%,-6%,i,-8%,33,-6%
CCOC(=O)c1cccc(N2C(=O)C3C4C=CC(CC4)C3C2=O)c1 (configuration not stated),13%,-8%,0%,?,6%,i,-4%,0,2%
COCCN1CCN(C(=O)c2cc(COc3ccc(F)c(F)c3)on2)CC1,14%,-29%,6%,0%,15%,i,28%,0,5%
O=c1oc2cc(OCc3c(F)cccc3Cl)ccc2cc1-c1ccccn1,23%,3%,16%,?,8%[9.22 µM],i,-1%,-16,9%
C=CCn1c(COc2cccc(C)c2C)nnc1SCC(=O)N1CCN(c2ccccc2)CC1,?,-69%,-25%,?,?,i,?,-55*,-33%
COc1ccc(CCNC(=O)c2nc(-c3cccs3)no2)cc1OC,-28%[11.3 µM],1%,?,15%,0%,i,-22%,16,?
COC(=O)c1ccccc1NC(=O)Nc1cc(C)ccn1,/,-55%,-2%,-4%,?,i,-2%,-5,6%
CCN1CCN(CC(O)COc2ccc3c(C)cc(=O)oc3c2)CC1 (configuration not stated),33%,-44%,2%,-3%,-2%,i,-5%,-8,-2%
COc1ccc(CCNC(=O)CC(=O)NCCc2ccc(OC)cc2)cc1,-5%,-6%,-6%,-20%,-185%[inhibitor],i,7%,11,6%
COc1ccc(-c2cn3nc(C)c(C)nc3n2)cc1OC,28%,15%,9%,5%,-9%,i,16%,0,12%
CCOC(=O)Cn1c2[n+](c3ccccc31)CC(O)CS2 (configuration not stated),6%,22%,-5%,?,-6%,i,16%,48,16%
CC(C)CN(C(=O)C1CSC2(C)CCC(=O)N12)c1c(N)n(Cc2ccccc2)c(=O)[nH]c1=O (configuration not stated),17%,-7%,17%,28%,?,i,0%,5,23%
CC1(Cc2cccc(F)c2)C(=O)Nc2ccc(OC(F)(F)F)cc21 (configuration not stated),?,-67%,-30%,/,/,?,0%,-8,?
O=C(CN1C(=O)NC2(CCc3ccccc32)C1=O)NCc1cccc(C(F)(F)F)c1 (configuration not stated),3%,-4%,6%,5%,4%,i,2%,17,-16%
COc1ccc(CNC(=O)c2[nH]c(C(F)(F)F)nc2-c2ccccc2)cc1OC,1%,-12%,-1%,/,/,i,0%,6,7%
CCOc1ccc(C(C)=O)cc1CSc1nnc(-c2ccncc2)n1CCOC,4%,-10%,12%,-10%,-25%[1.84 µM],i,19%,4,22%
COC(=O)/C=C/c1ccc(OC(=O)OC)c(OC(=O)OC)c1,6%,-33%,2%,9%,0%,i,-1%,15,-2%

# Molecules from the list above that contain a furan ring, fused or not:
SMILES,ATXN2 expr inh,HepG2 viability,HT1080-NT tox,MCF10A rereplic,SW480 rereplic,S2 tox,KB-3-1 tox,IL-1B inflam inh,HT1080 IDH1KD tx
COc1ccc(-c2[nH]ncc2CN2CCCN(C(=O)c3ccco3)CC2)cc1F,-5%,3%,11%,-8%,-5%,i,0%,-3,15%
COCc1ccc(C(=O)NC2CCCN(Cc3ccccc3F)C2)o1 (configuration not stated),9%,17%,5%,3%,3%,i,/,-1,10%
